Screens (PubChem)
HT1080 IDH1KD tx: kills HT-1080 cells with IDH1 knockdown; HT-1080 IDH1 knockdown viability, ATP luminescence, 48 h; Potency, µM (titrated, usually from 46.1 µM), without a hit: at the top dose activity, negative = toxicity, actives largely listed as cytotoxic; 360,000 compounds, 2% hits; AID 686971;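 note: potency is the fitted concentration of half-maximal effect; 0% = DMSO wells and -100% = cell-free medium wells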
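In this qHTS, HT-1080 cells depleted of IDH1 are exposed for 48 h at 37 °C to compound titrations. Toxicity is scored from CellTiter-Glo luminescence, with DMSO as full viability and medium alone as none.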
IL1B secr inh: blocks inflammasome-driven IL-1 beta release; activity change, % at 57.5 µM; THP-1 LPS/ATP IL-1B secretion, AlphaLISA, 16 h; hits give low values; 360,000 compounds, 4.7% hits; in the data active = activity change below about -50%; inconclusive = mostly about -30% to -49%; note: % is set by controls: 0 for no effect and ±100 for the full control effect
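Secreted IL-1B measured by AlphaLISA bead assay after 16 h compound exposure of THP-1 cells; compounds (final up to 57.5 uM) added 1 h before LPS (250 ng/mL) and ATP (1.25 mM) stimulation; lower signal means less secretion.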
KB-V1 cytotox: KB-V1 MDR subline cytotoxicity | 400,000 compounds, 3.4% hits | Potency, µM (titrated, usually from 46.1 µM), without a hit: at the highest dose activity change, negative = cytotoxicity, hits mostly cytotoxic | KB-V1 MDR cells viability, CellTiter-Glo, 72 h | AID 1347076; note: potency is the fitted concentration of half-maximal effect; % is set by controls: 0 for no effect and ±100 for the full control effect; nearly all actives have a fitted effect of over 60% in size
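KB-V1 MDR subline cells in DMEM (phenol-red free, 10% FBS) exposed to compounds in qHTS concentration series for 72 h at 37 degrees C. Viability read by CellTiter-Glo luminescence; concentration-effect curves fitted after normalization and correction.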
KB-3-1 tox: KB-3-1 parental cell cytotoxicity. KB-3-1 viability, CellTiter-Glo ATP luminescence, 72 h. Potency, µM (titrated, usually from 46.1 µM), for inactives: top-dose activity change, negative = cytotoxic, usual class: cytotoxic. 400,000 compounds, 1.4% hits. AID 1347075; note: potency is the fitted concentration of half-maximal effect; % is set by controls: 0 for no effect and ±100 for the full control effect; nearly all actives have a fitted effect of over 60% in size
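Multi-concentration cytotoxicity screen in KB-3-1 cells grown in DMEM lacking phenol red with 10% FBS. After 72 h at 37 °C with compound, ATP-dependent luminescence was recorded.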
D3 antag: antagonists of human D3 dopamine receptor; P35462; D3R cells, DiscoveRx beta-arrestin luminescence, antagonist mode; hits give low values; max response, negative = inhibition, %; 360,000 compounds, 2.5% hits; in the data active = max response below about -50%; inconclusive = no clear call, values can overlap the other calls; note: % is set by controls: 0 for no effect and ±100 for the full control effect; mostly tested at two doses, the higher about 12 µM
Target sequence (P35462 whole entry, looked up): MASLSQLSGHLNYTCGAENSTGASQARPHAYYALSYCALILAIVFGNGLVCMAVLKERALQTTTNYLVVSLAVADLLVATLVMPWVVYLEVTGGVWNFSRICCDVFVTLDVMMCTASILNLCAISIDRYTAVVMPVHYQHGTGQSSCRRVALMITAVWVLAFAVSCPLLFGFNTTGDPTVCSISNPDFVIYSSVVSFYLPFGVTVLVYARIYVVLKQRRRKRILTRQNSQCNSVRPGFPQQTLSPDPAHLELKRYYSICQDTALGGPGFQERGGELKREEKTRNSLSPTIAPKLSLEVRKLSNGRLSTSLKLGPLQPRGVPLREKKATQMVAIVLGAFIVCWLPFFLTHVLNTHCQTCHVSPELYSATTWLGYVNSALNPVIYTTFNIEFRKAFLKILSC
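Cells expressing the human receptor were seeded at 1500 cells/well, incubated overnight at 37 degrees C in 5% CO2, then exposed to library compounds with dopamine controls for 90 minutes at 37 degrees C before luminescent detection.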
GLP-1R agonist: GLP-1 receptor (human) agonism | P43220 | HEK293 GLP-1R CRE-luciferase, luminescence, 4-6 h; cells express a hypersensitive GLP-1R form | Potency, µM (highest dose often 45.6 µM), for the others: at the highest dose activation, actives largely listed as activators | 380,000 compounds, 0.007% hits | AID 624172; note: potency is the fitted concentration of half-maximal effect; % of control where 0% means no effect
Target sequence (P43220 whole entry, looked up): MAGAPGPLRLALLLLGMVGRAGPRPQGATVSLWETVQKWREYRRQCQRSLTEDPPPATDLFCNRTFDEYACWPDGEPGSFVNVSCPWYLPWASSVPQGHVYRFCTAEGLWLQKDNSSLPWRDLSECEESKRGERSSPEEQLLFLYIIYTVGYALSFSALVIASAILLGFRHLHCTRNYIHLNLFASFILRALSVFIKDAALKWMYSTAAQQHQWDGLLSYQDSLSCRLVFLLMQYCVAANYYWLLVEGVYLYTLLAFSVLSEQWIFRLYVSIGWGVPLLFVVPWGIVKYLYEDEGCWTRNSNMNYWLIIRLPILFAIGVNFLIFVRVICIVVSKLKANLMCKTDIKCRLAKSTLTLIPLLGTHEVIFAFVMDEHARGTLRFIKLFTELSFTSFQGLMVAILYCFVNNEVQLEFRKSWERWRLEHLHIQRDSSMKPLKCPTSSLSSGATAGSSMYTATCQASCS
SW480 rerep: induces DNA re-replication in SW480 colon adenocarcinoma cells; 340,000 compounds, 1.8% hits; Potency, µM (doses to about 46.1 µM), for inactives: at the top dose re-replication activation, usual class: activators; SW480 DNA re-replication, Hoechst DNA content imaging, 48 h; note: potency is the fitted concentration of half-maximal effect; % of control where 0% means no effect; nearly all actives have a fitted effect of over 55% in size
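DNA re-replication was detected as more nuclei of elevated Hoechst intensity after 48 hr exposure to compound (23 nL pinned per well of 250 cells).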
HT1080NT lethal: kills 2HG-producing HT-1080-NT fibrosarcoma cells. HT-1080-NT fibrosarcoma viability, CellTiter-Glo ATP luminescence, 48 h. Potency, µM (top dose mostly 46.1 µM), for inactives: at the highest dose activity, negative = less viability, hits mostly cytotoxic. 360,000 compounds, 1.6% hits;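 note: NT is the 2HG producing partner of a matched IDH1 knockdown line; potency is the fitted concentration of half-maximal effect; 0% = DMSO-treated cells and -100% = media-only wells without cells; nearly all actives have a fitted effect of over 55% in size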
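Viability by CellTiter-Glo luminescence after 48 h compound exposure at 37C of HT-1080-NT cells (750/well, RPMI, 5% FBS). % activity scaled between DMSO wells and medium-only wells, then curve-fitted and categorized by curve class.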
D3 ag: D3 dopamine receptor (human) agonism. max activation, %. D3R DiscoveRx beta-arrestin cells, luminescence, 90 min. P35462. 410,000 compounds, 0.58% hits. AID 652048; in the data active = max activation above about 30%; note: 0% is about no effect; mostly tested at two doses, the higher about 12 µM
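Agonist-mode cell screen: cells plated at 1500/well and incubated overnight at 37 °C, then exposed to library compounds for 90 min at 37 °C. Detection reagent was added for 30–60 min at room temperature, and luminescence was read.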
The depositor's hits bear a star; ? = inconclusive; . = not tested or not shown; [ ] = remark or other dose. Unless noted, calls come from the whole dose curve; as a rule, active = well fitted curve in the direction sought with a large enough effect; inconclusive = small, poorly fitted or top-dose-only effect, or another doubt; inactive = no such curve, though single readings can be large; an effect the other way counts as inactive or inconclusive.

Results follow in this order: KB-V1 cytotox, HT1080 IDH1KD tx, D3 ag, KB-3-1 tox, GLP-1R agonist, HT1080NT lethal, D3 antag, IL1B secr inh, SW480 rerep
1. O=C(c1ccc(CS(=O)c2ccccc2Cl)o1)N1CCOCC1 (stereo not drawn)
    0%, 11%, 4, 20%, -2%, -3%, -2, 10, -10%
2. CCN(CC)C(=O)c1cc(-c2ccc(Br)cc2)on1
    5.2µM*, ?, 5, 5%, 13%, 25%, 15, -30, 9%
3. Cc1ccc(NC(=O)CCc2nc3ccccc3s2)c(O)c1
    ?, 7%, 1, 0%, -1%, 11%, 4, 22, 15%
4. Cc1ccc(C(=O)N/N=C/c2cn(Cc3ccccc3)c3ccccc23)cn1
    ?, -24%, -12, 16µM*, 12%, -18%, ?, 11, ?
5. C[C@H]1CN([C@@H](C)CO)C(=O)c2cccc(NC(=O)C3CC3)c2O[C@H]1CN(C)Cc1ccncc1
    0%, 7%, 9, 7%, -1%, 4%, 25, 25, ?
6. Cc1ccc(-n2c(C)cc(-c3csc(N)n3)c2C)cc1
    -4%, -12%, -17, ?, 1%, -6%, -20, -9, 0%
7. Cc1ccc(OCc2nnc(SC3CCc4ccccc4C3=O)n2C)cc1 (stereo not drawn)
    -8%, -10%, 8, -1%, -9%, -8%, 10, 7, -1%
8. N#Cc1cc(-c2ccccc2)oc1NC(=O)c1ccco1
    1%, -2%, 0, 5%, -5%, 0%, -18, -4, -5%
9. CN(C)c1ccc(CN(CC2CCCO2)C(=O)c2cccs2)cc1 (stereo not drawn)
    -11%, 0%, 1, 0%, -4%, -5%, -8, 0, ?
10. Cc1c(C(=O)Nc2ccccc2)sc2nc(-c3ccccc3)cn12
    ?, -17%, -6, -5%, -7%, -17%, 1, ?, 9%
11. COC(=O)c1sccc1S(=O)(=O)Nc1ccc(Cl)cc1
    ?, -1%, -6, ?, 21%, -1%, -11, -1, 7%
12. Cc1ccc(C)c(N(CC(=O)NN=C2CCN(C)CC2)S(=O)(=O)c2ccccc2)c1
    ?, 20%, 13, -5%, 15%, 14%, 0, 14, -4%
13. C[C@H](CO)N1C[C@H](C)[C@@H](CN(C)Cc2ccccc2)Oc2c(NS(=O)(=O)c3cn(C)cn3)cccc2C1=O
    -16%, -1%, -17, ?, 10%, 17%, 7, 34, 1%[9.22 µM]
14. Cc1ccc(S(=O)(=O)NC[C@H]2O[C@@H](n3ccc(N)nc3=O)[C@H](O)[C@@H]2O)s1
    -17%, 1%, -11, -5%, 0%, 0%, -4, 3, .
15. Cc1ccc2c(c1)OC(c1ccc3c(c1)OCCO3)CC2=O (stereo not drawn)
    15%, 1%, 5, 0%, -1%, 13%, 2, -29, ?
16. Cc1cc2cc(CN(Cc3ccc4c(c3)OCO4)C(=O)c3ccco3)c(=O)[nH]c2cc1C
    7%, -21%, 8, 3%, 7%, -12%, 16, -8, ?
17. COc1ccc(S(=O)(=O)NC(C)C(=O)NCc2cccnc2)cc1Cl (stereo not drawn)
    -5%, 8%, 8, 6%, 9%, ?, 14, 15, -3%
18. CC(=O)Nc1ccccc1C(=O)C(=O)NCCc1ccccc1
    0%, 16%, -6, -8%, -8%, 21%, 0, 2, -1%
19. Cc1ccc(-c2csc(NC(=O)c3ccc(S(=O)(=O)N4CCc5ccccc54)cc3)n2)cc1
    0%, -1%, -5, ?, -5%, -2%, ?, 1, ?
20. CCCSc1nc2cc(C)c(C)cc2n1CC(O)CO (stereo not drawn)
    3%, 2%, 2, -11%, 10%, -7%, 2, 3, 1%
21. Cc1ccc(Sc2nc(-c3ccccc3)ccc2C#N)cc1
    -24%, -1%, 14, -11%, -1%, 9%, 10, 4, 0%
22. C[N+]1(CCCCCCC(=O)/C=N/O)CCCCCC1
    2%, 1%, 1, 3%, -4%, 6%, 14, -7, -1%
23. O=C(Cc1cnn(-c2ccccc2)c1)c1ccc(O)c(O)c1O
    -23%, -3%, 10, ?, 2%, -13%, 9, 41, -9%
24. CC(=O)Nc1n[nH]c(S(=O)(=O)Cc2ccc(Cl)cc2Cl)n1
    9%, 17%, 6, 7%, -7%, 8%, -6, 8, -1%
25. Cc1ccc(C)c(NC(=O)CN(C)C(=O)Cc2ccccc2)c1
    -5%, 9%, 1, 16%, 7%, 4%, 22, 22, 0%
26. O=C(Nc1cccc(C(F)(F)F)c1)c1ccc(-n2cncn2)nc1
    7%, 10%, -1, -6%, 11%, 23%, 8, -5, -2%
27. COc1ccc(C(=O)NCC(=O)NCC2(N(C)C)CCCCC2)cc1OC
    15%, 5%, 2, 9%, -11%, 12%, 2, 2, 1%
28. Nn1cnnc1N/N=C/c1ccc(F)cc1
    3%, ?, -12, 0%, -7%, ?, ?, -1, 25%
29. COc1ccc(-c2cc3nc(C)c(CCC(=O)N4CCN(c5ccccc5F)CC4)c(C)n3n2)c(OC)c1
    -1%, ., 0, -22%, -1%, ., ., ., .
30. CCCN1CCN(C(=O)Cn2nc(CC)n3c(cc4sccc43)c2=O)CC1
    -10%, 8%, 3, 2%, -2%, 12%, -17, -18, -5%
31. Cc1cc(C)cc(NC(=S)Nc2cccc3cnccc23)c1
    0%, -8%, -5, -2%, 19%, 2%, 2, -18, 0%
32. CCCOc1ccc(N2C(=O)CC(NCCc3ccc(S(N)(=O)=O)cc3)C2=O)cc1 (stereo not drawn)
    2%, -2%, -11, 2%, 6%, -3%, -5, 13, -7%
33. Cc1ccccc1NC(=S)NCC1CCC(CNC(=S)Nc2ccccc2C)CC1 (stereo not drawn)
    35%, 15%, -4, ?, 4%, -1%, -11, -4, -7%
34. COc1ccc(NC(=O)c2ccc(COc3ccc(C)cc3)o2)cc1
    -8%, 1%, 2, 0%, -1%, 0%, 0, 9, ?
35. COc1ccc(S(=O)(=O)N2CCCN(CC(=O)Nc3ccc(OC)c(Cl)c3)CC2)cc1
    -4%, -2%, 1, 15%, 11%, 5%, -2, -6, -1%[9.22 µM]
36. COc1ccc(Cl)cc1N(CC(=O)NCCSc1ccccn1)S(=O)(=O)c1ccccc1
    -9%, -4%, 10, -14%, 19%, -1%, 2, -4, -2%
37. CC1Cc2ccccc2N1C(=O)c1cc2cccnc2n(C)c1=O (stereo not drawn)
    -1%, -10%, 3, -6%, 1%, -1%, 5, 31, 0%
38. O=C(NNC(=O)c1nc2ccccc2[nH]1)OCc1ccccc1
    ?, ., ., -1%, 0%, ., ., ., -2%
39. CCc1ccc(-c2nnn(CCC(=O)OC)n2)cc1
    0%, 11%, 3, -1%, 0%, 0%, 0, 25, -8%
40. CC1=C(C(=O)N(C)C)CC(CC(=O)NCc2ccco2)C(=O)N1CCC1=CCCCC1 (stereo not drawn)
    -29%, 4%, 0, 0%, -3%, 5%, 1, -5, .
41. CCCn1c(O)c(N=NC(=O)CNC(=O)/C=C/c2ccc(OC)cc2)c2ccccc21
    -16%, -2%, -18, -5%, -2%, 19%, -50*, 4, 24%
42. CCOc1cc(N2CCOCC2)c(OCC)cc1NC(=O)CN1C(=O)NC(CC)(c2ccc(F)cc2)C1=O (stereo not drawn)
    ?, -1%, -6, 10%, 4%, -3%, -7, 7, -1%
43. CN(C)S(=O)(=O)c1ccc(C(=O)OCC(=O)NCc2ccco2)cc1
    4%, 3%, 12, -2%, 0%, 9%, 10, 15, 1%
44. COc1ccc(NC(=O)CN(C)C(=O)Cc2ccc(-c3ccccc3)cc2)cc1
    -9%, -1%, 3, -2%, 0%, 0%, 5, 22, 4%
45. COC(=O)c1ccc(C(=O)OC)c(NC(=S)N2CCCC(CO)C2)c1 (stereo not drawn)
    0%, 1%, 7, 12%, -3%, 7%, 4, 21, -5%
46. CN(C)c1ccc(CC(=O)N2CCCC(c3cc(C(=O)Nc4ccc(F)c(Cl)c4)no3)C2)cc1 (stereo not drawn)
    21µM*, ?, -8, ?, -2%, -25%, -17, -1, .
47. Fc1ccc(C2=CC(c3ccc(Br)o3)n3ncnc3N2)cc1 (stereo not drawn)
    -4%, -2%, 5, 2%, -2%, 11%, 11, -8, ?
48. Cn1c(=O)n(C)c2cc(NC(=O)COc3ccc(F)cc3F)ccc21
    -17%, -7%, -2, -5%, -4%, 1%, 9, -6, -3%
49. CSCCC(NC(=O)c1ccc(Cl)cc1)C(=O)OCC(=O)Nc1cc(Cl)ccc1C#N (stereo not drawn)
    3%, -1%, 1, 0%, -2%, 3%, 9, 7, 0%
50. CCc1nc2ccc(C(=O)N3CCN(C(C)=O)CC3)cn2c1N(CC)C(C)=O
    4%, 22%, 5, 0%, 13%, 16%, 13, -11, .
51. Cc1c(C(=O)N(C)CCC#N)oc2ccc(S(=O)(=O)N3CC(C)CC(C)C3)cc12 (stereo not drawn)
    -1%, -9%, 4, 2%, 20%, -4%, 8, ?, -6%
52. Cc1ccc(NS(=O)(=O)c2ccc(-c3coc(C)n3)cc2)c(Cl)c1
    -22%, -13%, -4, 0%, 1%, -12%, -10, 15, .
53. CC[C@@H]1CC=C[C@H]2[C@H]1C(=O)N(Cc1ccccc1)[C@H]2c1ccc(C(F)(F)F)cc1
    -23%, -19%, -18, -26%, -4%, -12%, -28, 38, 1%
54. Cc1nnc(NC(=O)c2ccccc2-c2ccccc2C(=O)O)s1
    2%, 0%, 2, 12%, 0%, 14%, -1, 20, ?
55. CCOc1cccc(C(=O)Nc2cnn(Cc3ccccc3)c2)c1
    0%, -18%, -11, 5%, -2%, -15%, 8, -10, 1%
56. COC(=O)c1ccc(CNC(=O)c2ccc(OCC(=O)N3CCOCC3)c(OC)c2)cc1
    -29%, -5%, -28, -14%, 4%, -5%, -20, -16, -343%[inhibitor]
57. Cc1csc(NC(=O)c2nc(-c3ccccc3)n(-c3ccccc3)n2)n1
    10µM*, 14%, -9, ?, -13%, 4%, -1, ?, -5%
